# Rin1-Abl PPI inh = inhibitors of Rin1-Abl protein binding, primary screen, biochemical, TR-FRET; inhibition, % at 7.35 µM; 0.4% of 360,000 active; in the data active = inhibition above about 5%, passing the limit was not always enough
# MT1-MMP act inh = blockers of MT1-MMP proenzyme processing, primary screen, HT1080 RFP-PRO-GFP cells, GFP/RFP fluorescence | Matrix metalloproteinase-14 (Homo sapiens), P50281 | GFP/RFP ratio fluorescence, overnight; percent of plate control window, DMSO zero | GFP/RFP ratio change, % at 20 µM | 0.061% of 360,000 active;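 active = GFP/RFP ratio change of at least 30% with cell ATP level not reduced by more than half and red fluorescence within 50% of control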; note: strong numbers were not always called active
#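 Test system: HT1080 cells expressing an RFP-PRO-GFP fluorescent reporter construct / Compound dosing: single-point 20 µM compound, 1% DMSO / Schedule: cells overnight before dosing, compound overnight, 37 °C, 5% CO2 / Evaluation: GFP/RFP fluorescence ratio / Control set: DMSO and RFP-L50D-GFP cell wells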
# E coli Lon inh = inhibitors of E. coli Lon protease, primary screen, biochemical, fluorescence polarization. P0A9M0. purified E. coli Lon protease. inhibition, % at 7.94 µM. 0.42% of 360,000 active. AID 602123, 2011; in the data active = inhibition above about 13%, passing the limit was not always enough;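 note: 0% = enzyme with probe and DMSO and 100% = no enzyme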
# SKN-1 inh = suppressors of acrylamide-induced Pgst-4::GFP reporter in worms, primary screen, SKN-1 inhibitor project, whole organism, uHTS, GFP/RFP fluorescence ratio, strain VP596; C. elegans VP596 Pgst-4::GFP/RFP ratio, 24 h; inhibition, % at 21.8 µM; 0.49% of 360,000 active;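 active = interference check ratio from 0.5 to 1.5 plus GFP to RFP signal ratio inhibition reaching or exceeding a fixed threshold, cut at about 30% in these data, passing the limit was not always enough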; note: some compounds called inactive have numbers as strong as hits
# FAS TE block = FAS thioesterase domain inhibitors, primary screen, biochemical, fluorescence intensity, uHTS; Fatty acid synthase (Homo sapiens), P49327; 0.67% of 360,000 active; inhibition, % at 15 µM; recombinant FAS-TE, OMFH fluorogenic substrate, fluorescence endpoint;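 active = compounds whose normalised, plate-corrected inhibition of enzyme fluorescence in the single-dose primary screen is 50% or more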;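 note: 0% = DMSO with enzyme and 100% = substrate without enzyme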
# CendR NRP1 mod = modulators of CendR peptide binding to NRP-1, primary screen, biochemical, fluorescence polarization, uHTS. 0.85% of 360,000 active. Neuropilin-1 (Homo sapiens), O14786. inhibition, % at 25 µM. FAM-RPARPAR peptide binding to NRP-1;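 active = inhibition or corrected inhibition above about 18%, plus a signal ratio from 0.5 to 1.5, limit read from the data, passing the limit was not always enough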; note: strong numbers were not always called active
# Neddylation inh = inhibitors of cullin neddylation, primary screen, biochemical, TR-FRET, uHTS, NAE and Ubc12; NEDD8-conjugating enzyme Ubc12 (Homo sapiens) + NEDD8-activating enzyme E1 regulatory …; calls only at 25 µM; 0.58% of 360,000 active; in the data active = inhibition above about 36%
# bovine MsrA act = bovine MsrA enzyme activators, primary screen, biochemical, absorbance, HTS; Methionine sulfoxide reductase A (Bos taurus); purified bovine MsrA, absorbance read-out; activation, % at 10.6 µM; 0.3% of 360,000 active; in the data active = activation above about 7.5%;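 note: 0% = vehicle and 100% = reference activator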
# MLLE-PAM2 inh = inhibitors of PABP1 MLLE–PAM2 peptide binding, primary screen, biochemical, fluorescence polarization, FITC-PAM2, GST-MLLE; Polyadenylate-binding protein 1 (Homo sapiens), P11940; inhibition, % at 20 µM; AID 588489, 2011; 0.36% of 360,000 active; in the data active = inhibition above about 35%, passing the limit was not always enough;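 note: plate controls were DMSO wells with GST-MLLE for no effect and wells lacking GST-MLLE protein for full effect; some results filed as inactive read as strong as hits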
# The depositor's hits bear a star; i = inactive; x = not tested or not shown; + = active, no number; & = joins results of further samples.
SMILES,Rin1-Abl PPI inh,MT1-MMP act inh,E coli Lon inh,SKN-1 inh,FAS TE block,CendR NRP1 mod,Neddylation inh,bovine MsrA act,MLLE-PAM2 inh
O=C(/C=C(\O)c1ccc(Cl)cc1)C(=O)NNC(=O)C(O)(c1ccccc1)c1ccccc1,4,8,-41,1,15,-78,i,-2,-24
Cc1ccc2nc(NC(=O)COC(=O)c3cccnc3)sc2c1,-1,-3,-7,5,-1,-5,i,-3,13
O=C(CN1C(=O)S/C(=C\c2ccccn2)C1=O)Nc1ccc(F)cc1,-3,-4,3,25,0,5,i,-4,-8
CCN(C(=O)Cn1c(=O)oc2ccccc21)c1c(N)n(Cc2ccccc2)c(=O)[nH]c1=O,3,5,6,25,-5,5,i,-1,-13
COc1ccc(CCNC(=O)c2c[nH]c3ccccc3c2=O)cc1OC,1,5,-1,-14,-6,6,i,-2,7
O=C(C1=C(O)C(=O)N(CCc2ccccc2)C1c1ccncc1)c1cc2ccccc2o1 (configuration not stated),0,4,-4,-3,-5,-2,i,-6,-1
CCc1ccc(OCCSc2nc3ccccc3n2CCC(=O)O)cc1,-1,4,-5,-3,2,-86,i,-8,-34
Cc1[nH]n(-c2ncc(-c3ccccc3)s2)c(=O)c1C(c1ccc(Br)cc1)C(C#N)C#N (configuration not stated),-1,17,-7,-6,4,-38,i,-11,11
O=C(c1ccc(C(F)(F)F)n(Cc2ccc(Cl)cc2)c1=O)N1CCOCC1,2,-3,7,26,15,11,i,-2,6
CC(C)c1cc(Br)ccc1OCCN1C(=O)NC(C)(C)C1=O,0,-1,3,12,2,5,i,-1,5
CN(C)C(=O)CSc1ncccc1-c1nc2ccccc2[nH]1,0,2,-3,6,-4,-11,i,-2,-10
Cc1ccc(Sc2ccc(C(=O)N3CCOCC3)cc2[N+](=O)[O-])cc1,3,-3,-2,3,6,2,i,0,2
CCCCS/C(N)=N/N=C/c1ccccc1O,2,9,5,-18,8,-19,i,-6,-9
CC1CC(C)CN(C(=O)COC(=O)c2nn(C)c(=O)c3ccccc23)C1 (configuration not stated),1,4,-18,-2,-6,5,i,-6,6
CCOC(=O)COc1ccc2c(=O)c(-c3ccccc3OC)coc2c1,4,2,5,5,5,-7,i,-7,11
CCN(CC)N=Nc1ccc(S(=O)(=O)N2CCSC2C(=O)O)cc1 (configuration not stated),3,4,0,-2,-5,4,i,-9,-2
Cc1cn([C@H]2C[C@H](O)[C@@H](CNC(=O)[C@H](N)C3CC3)O2)c(=O)[nH]c1=O,-2,-1,-8,8,-11,-2,i,0,-10
COc1ccc(NC(=S)NC(NC(C)=O)C(Cl)(Cl)Cl)c([N+](=O)[O-])c1 (configuration not stated),-7,7,9,-1,-9,18,i,2,26
Cc1ccc(-c2cc3nc(-c4ccccc4)cc(N)n3n2)cc1,4,2,-3,3,1,-3,+,-1,9
Cc1cccc(Nc2nc(CC(=O)O)cs2)c1,4,8,-6,11,-5,-24,i,-2,-4
Cc1ccsc1/C=N/NC(=O)CNC(=O)c1ccc(S(=O)(=O)N2CCOCC2)cc1,-1,3,-5,1,-5,-7,i,0,-2
O=C(Nc1ccncc1)OCc1ccccc1,1,6,-12,3,-2,-11,i,0,5
COCc1[nH][nH]c(=O)c1C=NCC(=O)OC,-2,-3,0,-5,-5,8,i,-4,34
COc1ccc(NC(=O)OCC(C)C)cc1OC,-1,4,5,18,-2,-13,i,0,-1
Cc1cc(C(C)(C)C)cc(C)c1CCNC(=O)c1ccc[n+]([O-])c1,-1,11,0,12,-13,-3,i,-5,4
O=C1c2ccccc2[C@@H]2C[C@@H](O)[C@H](Nc3cccc4ccccc34)CCN12,-4,-4,-16,17,-1,-16,i,0,-10
C=CCC(NCc1ccccc1)c1ccccc1 (configuration not stated),-5,-1,-8,-9,-2,-3,i,-12,-8
COc1cccc(CNC(=O)C(=O)N2CCC3(CC2)OCCN3S(=O)(=O)c2ccc(C)cc2)c1,1,0,4,0,0,9,i,-1,-5
O=C(CS(=O)(=O)c1cn(Cc2ccc(Cl)cc2)c2ccccc12)N1CCCC1,2,3,-7,9,-6,2,i,-1,-9
CC(=O)c1cccc(-c2ccnc3c2CC(C(=O)NCc2ccco2)O3)c1 (configuration not stated),1,18,-9,5,-7,-14,i,-2,-6
COc1ccc(NC(=O)C(NC(C)=O)C(=O)NCc2ccccc2OC)cc1 (configuration not stated),-1,-2,-5,18,0,4,i,0,4
COc1ccccc1CNC(=O)c1cccc2c1C(=O)N(Cc1cccnc1)C2,-1,0,5,15,-7,2,i,0,1
COc1cc(NC(=O)CN2CCN(c3ccccc3)CC2)c(C)cc1[N+](=O)[O-],-3,4,-4,8,-9,-1,i,-2,5
CCOC(=O)c1ccc(NC(=O)N2CCc3ccccc32)cc1,-1,10,3,12,11,1,i,-1,3
COc1cccc(-c2csc(N3CCN(C(=S)Nc4ccccc4OC)CC3)n2)c1,1,-7,-7,13,14,-5,i,-2,-65
Cc1nc(NCC2CCCO2)c2oc3ccccc3c2n1 (configuration not stated),-1,12,-7,5,-6,4,i,-2,-8
Cc1ccc(SCC(=O)N2CCC(C(N)=O)CC2)cc1,1,5,-8,-3,0,4,i,-10,0
O=C(CCC1CCN(Cc2ccccc2O)CC1)NC1CC1,-2,-1,9,3,-4,0,i,-2,4
COc1cc(C)nc(NS(=O)(=O)c2ccccc2Cl)n1,-1,1,-37,6,-4,-7,i,0,3
N#Cc1cccc(C(c2nnnn2C2CCCC2)N2CCCCCC2)c1 (configuration not stated),-1,-8,-6,-16,12,-5,i,-7,3
CC(C)(C)OC(=O)NCCc1nnc(SCC(=O)c2ccc(Cl)cc2)o1,-2,1,1,-18,12,3,i,-2,-1
Cc1ccc(S(=O)(=O)N(CC(=O)N2CCOCC2)c2ccc(C(C)C)cc2)cc1,-1,-6,0,6,1,0,i,-1,18
O=C(CCN1C(=O)C2CCCCC2C1=O)Nc1nc2c(F)cc(F)cc2s1 (configuration not stated),-1,-5,2,-14,-1,-18,i,2,-20
COc1cc(C(F)(F)F)c(C(=O)N(C)Cc2cc(Cl)cc(Cl)c2)cn1,1,-1,2,0,34,-12,i,-4,-6
CCCOC(=O)C1=C(C)NC2=C(C(=O)CCC2)C1c1ccc(N(C)C)cc1 (configuration not stated),-2,-6,-2,1,-1,1,i,-3,-1
COC(=O)CNS(=O)(=O)c1ccc(Cc2ccc(S(=O)(=O)NCC(=O)OC)cc2)cc1,-2,x,5,7,-4,12,i,-4,-8
O=C1/C(=C\c2cccc(O)c2O)SC(=S)N1Cc1ccccc1,-6,12,1,7,27,0,i,4,19
CC1(C)Cc2nc3[nH]c(=S)[nH]c(=O)c3cc2CO1,-3,4,4,1,-8,13,i,-3,33
COc1ccc(C(=O)Nc2ncccc2C)cc1S(=O)(=O)N1CCCc2ccccc21,-1,7,3,-5,-3,14,i,-9,-7
COc1ccc(NCC(=O)N/N=C/C(C)c2ccccc2)cc1 (configuration not stated),-6,1,-6,6,1,-3,i,-3,-5
COCCNC(=O)C(c1ccc(F)cc1)N(Cc1ccccc1)C(=O)CCC(=O)Nc1ccccn1 (configuration not stated),0,-1,-4,7,0,8,i,-2,5
COc1cc(NC(=O)CNC(=O)Cn2cnc3sc(C)c(C)c3c2=O)cc(OC)c1OC,-2,2,-3,-9,-1,4,i,-5,1
COc1cccc(-c2nc(CS(=O)CC(=O)NCCCOC(C)C)c(C)o2)c1 (configuration not stated),0,4,2,-12,-5,0,i,0,19
CCc1cccc(NC(=O)c2ccc(Cn3c(=O)[nH]c4ccsc4c3=O)cc2)c1,4,3,-7,-11,-7,-8,i,-12,3
CCCc1nc2ccccc2c(C(=O)N(CC)CC(=O)NCc2cccs2)c1CC,-1,-1,-10,16,-2,-4,i,-3,-65
CCOc1ccccc1OCCCC(=O)NC1=NCCS1,-3,3,0,-5,-4,-10,i,-12,30
O=C(COC(=O)C1CC(=O)N(Cc2ccco2)C1)Nc1nc(-c2ccc(F)cc2)cs1 (configuration not stated),2,6,-13,11,2,-5,i,-2,-9
CCOC1=C2[C@H]([C@H]3C(=O)N(c4ccccc4)C(=O)[C@H]3C1)[C@@H](c1ccccc1)N(S(=O)(=O)c1ccc(C)cc1)[C@H]2c1ccccc1,4,6,3,-7,69*,-14,i,-3,-8
C[C@@H]1CC=C[C@@H]2[C@H]1C(=O)N(Cc1ccccc1)[C@H]2c1cccc(Br)c1,-5,-17,-6,-15,27,9,i,-6,4
O=c1[nH]c2cc3c(cc2cc1C(c1nnnn1Cc1ccccc1)N1CCCCCC1)OCCO3 (configuration not stated),2,-10,-5,7,-4,-50,i,-2,-14

# Remaining list, next part
SMILES,Rin1-Abl PPI inh,MT1-MMP act inh,E coli Lon inh,SKN-1 inh,FAS TE block,CendR NRP1 mod,Neddylation inh,bovine MsrA act,MLLE-PAM2 inh
Cc1noc(C)c1COc1ccccc1C(=O)NC(C)CCc1ccccc1 (configuration not stated),4,-3,2,-11,7,4,i,-9,-8
COCCn1c(=NC(=O)CSCC(=O)N2CCOCC2)sc2ccccc21,2,0,4,10,-5,5,i,-3,1
O=C1CCCN1C(=O)CSc1ccc2ccccc2n1,-9,0,-20,4,-7,5,i,2,2
CC(C)[C@H](NC(=O)c1ccccc1)C(=O)OCc1nnc(-c2ccccc2)o1,1,0,-2,-4,-1,6,i,-1,-17
O=S(=O)(c1ccc(Br)s1)N1CCC(Cc2ccccc2)CC1,-1,-13,0,-4,28,-11,i,-4,-22
CC(C)OC(=O)CCC(=O)Nc1ccc(F)cc1,0,-4,6,0,-5,-3,i,-2,8
Cc1cccc(C(=O)N2CCC(=O)N([C@H](COCc3cccc(C(F)(F)F)c3)Cc3ccccc3)CC2)c1,x,6,6,19,21,2,i,2,x
CS(=O)(=O)N1CCN(C(=O)c2cc(-c3cccnc3)nc3ccc(Cl)cc23)CC1,-4,4,12,-1,0,-5,i,-3,4
CCOC(=O)c1ccccc1NC(=O)C1=COCCO1,0,-8,-22,31,-6,-1,i,-4,-8
CC1(C)CC(=O)c2c(nn(-c3ccccc3)c2N)C1,5,0,5,13,-7,1,i,-5,-15
Cc1cccc(NC(=O)Nc2ccc3c(c2)N(C)C(=O)CS3)n1,-1,1,-4,7,-2,-17,i,-1,-6
CCCC1=NN2C(=N)/C(=C\c3cc(C)n(Cc4ccccc4)c3C)C(=O)N=C2S1,-3,3,3,3,8,13,i,0,2
O=c1ccccn1Cc1c(Cl)cccc1Cl,1,17,-8,1,-6,-12,i,-5,11
COc1cc2ccc(=O)oc2c(O[C@@H]2O[C@H](CO)[C@@H](O)[C@H](O)[C@H]2O)c1O,-1&3,1&0,-13&-2,-10&-4,-10&-6,-3&7,x,-2&-4,16&7

# Bioassay records from PubChem BioAssay.
